# Source: PubChem (National Center for Advancing Translational Sciences (NCATS))
# TDP1 cell noCPT: qHTS for Inhibitors of human tyrosyl-DNA phosphodiesterase 1 (TDP1): qHTS in cells in absence of CPT | DT40 Tdp1-/- hTDP1 cells, no CPT, ATP luminescence, 48 h | Potency, µM (doses to about 46.2 µM), for inactives: at the top dose activity change, negative = growth inhibition, most hits filed as inhibitors | 420,000 compounds, 15% hits | AID 686978, 2013; note: nearly all actives have a fitted effect of over 55% in size
#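 DT40 Tdp1-/-;hTDP1 cells, no CPT (DMSO vehicle only), 400 cells/well; compounds pin-transferred; ≥48 hr, 37 °C; CellTiter-Glo 30 min RT dark, luminescence read.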
# DT40 TDP1 CPT: qHTS for Inhibitors of human tyrosyl-DNA phosphodiesterase 1 (TDP1): qHTS in cells in presence of CPT. Potency, µM (doses to about 46.2 µM), inactives show at the highest dose activity change, negative = growth inhibition, actives largely listed as inhibitors. 420,000 compounds, 12% hits. chicken DT40 Tdp1-/-;hTDP1 cells + 20 nM CPT, ATP luminescence, 48 h; note: nearly all actives have a fitted effect of over 55% in size
#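 Chicken DT40 Tdp1-/- cells stably complemented with human TDP1 were seeded at 400 cells/well in medium containing 20 nM camptothecin, exposed to pin-transferred compounds, and grown at 37 °C for at least 48 hr. Viability was read as ATP luminescence.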
# TDP1 block: qHTS Assay for Inhibitors of Tyrosyl-DNA Phosphodiesterase (TDP1); 350,000 compounds, 0.28% hits; Potency, µM (top dose mostly 130 µM), inactives show top-dose activity change, negative = inhibition, hits mostly inhibitors; Tyrosyl-DNA phosphodiesterase 1 (Homo sapiens), Q9NUW8; AID 485290, 2010; recombinant TDP1, AlphaScreen DNA substrate cleavage; note: nearly all actives have a fitted effect of over 40% in size
# Target sequence (Q9NUW8 whole entry, looked up): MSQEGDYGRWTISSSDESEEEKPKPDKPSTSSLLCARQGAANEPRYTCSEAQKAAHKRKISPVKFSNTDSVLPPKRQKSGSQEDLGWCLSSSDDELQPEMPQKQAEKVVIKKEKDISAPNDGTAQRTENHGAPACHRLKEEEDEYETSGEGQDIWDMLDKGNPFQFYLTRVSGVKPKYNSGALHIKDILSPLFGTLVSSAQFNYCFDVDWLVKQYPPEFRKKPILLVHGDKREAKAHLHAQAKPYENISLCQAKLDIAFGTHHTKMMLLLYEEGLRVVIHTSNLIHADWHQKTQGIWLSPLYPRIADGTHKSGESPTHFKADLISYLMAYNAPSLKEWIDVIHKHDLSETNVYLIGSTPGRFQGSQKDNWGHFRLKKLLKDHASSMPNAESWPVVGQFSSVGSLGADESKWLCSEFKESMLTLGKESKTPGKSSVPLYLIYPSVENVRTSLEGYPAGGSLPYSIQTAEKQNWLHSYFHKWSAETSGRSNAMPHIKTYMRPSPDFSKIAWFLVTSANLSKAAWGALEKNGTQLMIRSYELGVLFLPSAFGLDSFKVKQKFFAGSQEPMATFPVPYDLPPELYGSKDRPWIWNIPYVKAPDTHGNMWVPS
#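 Recombinant human Tdp1 (E. coli-expressed, 1 nM final) preincubated with compounds 15 min at room temperature, then 5'-biotin/3'-phosphotyrosine-FITC DNA substrate (15 nM final) added for 5 min. AlphaScreen beads (10 ug/ml final) added 10 min; cleavage lowers signal.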
# * hit, by the source's call; ? = inconclusive; · = no result given; [ ] = dose if it differs, or a comment. Calls come from the whole dose curve; as a rule, active = well fitted curve in the direction sought with a large enough effect; inconclusive = small, poorly fitted or top-dose-only effect, or another doubt; inactive = no such curve, though single readings can be large; an effect the other way counts as inactive or inconclusive. % is set by controls: 0 for no effect and ±100 for the full control effect; potency is the fitted concentration of half-maximal effect.
SMILES,TDP1 cell noCPT,DT40 TDP1 CPT,TDP1 block
CCOC(=O)C(C(C)=O)C(c1ccc(OC)cc1)C(C(C)=O)C(=O)OCC (stereo not given),-15%,1%,3%
COc1ccc(NC(=O)Cc2ccc(Cl)c(Cl)c2)cn1,-16%,-3%,-2%
O=C(NCC1CCCO1)c1ccc(COc2ccc(Cl)cc2)cc1 (stereo not given),?,-18%,3%
CC1C(=O)C(C)C(c2cccc(Br)c2)NC1c1cccc(Br)c1 (stereo not given),-1%,-15%,·
CC1CCCC(NC(=O)COC(=O)c2cccc(NS(=O)(=O)/C=C/c3ccccc3)c2)C1C (stereo not given),?,?,2%
CN(Cc1ccccn1)Cc1nc(COc2ccccc2)no1,8%,8%,3%
O=C(NCc1nc2ccccc2[nH]1)C1=C[C@H](c2coc3ccccc3c2=O)C[C@H](OCc2ccc(CO)cc2)O1,?,?,·
O=C(Cc1ccc(OCCCCc2ccccc2)cc1)NO,?,?,·
O=C(CSc1nc(-c2ccccc2)nn1C(=O)c1ccccc1)Nc1cccc([N+](=O)[O-])c1,?,?,5%
Cc1ccccc1CN1CCc2nc(Nc3ccc4c(c3)OCCO4)ncc2C1,21µM*,23µM*,14%

# Compound profiles, from the list above. Screens in order: TDP1 cell noCPT, DT40 TDP1 CPT, TDP1 block
# Profile of O=C(Cc1ccc(OCCCCc2ccccc2)cc1)NO → ?, ?, ·
# Profile of CN(Cc1ccccn1)Cc1nc(COc2ccccc2)no1 → 8%, 8%, 3%

# The list goes on.
SMILES,TDP1 cell noCPT,DT40 TDP1 CPT,TDP1 block
O=C(CC(Cc1ccccc1)C(=O)O)Nc1cccc(C(F)(F)F)c1 (stereo not given),-16%,2%,·
CCCn1cnc2c(=S)nc(N)[nH]c21,3%,0%,-3%
COc1ccc(CCNC/C=C/c2ccccc2)cc1,?,?,·
COC(=O)C1CCN(CC(=O)N(C)c2c(N)n(Cc3ccccc3)c(=O)[nH]c2=O)CC1,16%,0%,1%
Cc1cccc(NC(=O)c2cc(NC(=O)C3CCCCC3C(=O)O)ccc2Cl)n1 (stereo not given),-26%,-10%,4%
O=C(C1CCCCC1)N(Cc1ccccc1)c1ccccn1,?,?,7%
Cc1cc(C(=O)OCC(=O)c2cccs2)ccc1[N+](=O)[O-],-14%,-17%,1%
Cn1nc([N+](=O)[O-])nc1Sc1ccc(C(C)(C)C)cc1,-22%,?,5%
Cc1ccc(Nc2nc(N)nc(CSC(=S)N3CCOCC3)n2)c(C)c1,26µM*,?,-3%
CCOc1ccc(/C(C)=N/N2C(=O)C(CC(=O)Nc3ccc(OC)cc3[N+](=O)[O-])SC2=Nc2cccc(C)c2C)cc1 (stereo not given),-1%,0%,-3%
COc1cccc(=O)c2c(C)n(-c3cc(C)cc(C)c3)c(C)c12,?,?,8%
C[C@@H]1CC=C[C@H]2[C@H]1C(=O)N(Cc1ccccc1)[C@H]2c1ccc(F)c(-c2ccc(N(C)C)cc2)c1,15µM*,8.2µM*,8%
Cc1ccccc1-c1nc(CN(C)C(C)c2ccon2)c(C)o1 (stereo not given),?,?,9%
COc1cccc(C(O)c2ncc(-c3ccc4ccccc4c3)[nH]2)c1 (stereo not given),?,?,·
CC(C)CCn1c(O)c(N=NC(=O)Cn2ccc(C(F)(F)F)n2)c2ccccc21,23µM*,21µM*,6%
CCCn1c(N2CCN(CC(=O)NCc3cccs3)CC2)nc2ccccc21,?,?,4%
CCCN1CCN(C(=O)CN2C(=O)COc3ccc(S(=O)(=O)N(CC)CC)cc32)CC1,16%,-15%,1%
COc1ccc(CCc2nnc(CCC(=O)N(C)Cc3ccncc3C)o2)cc1,-23%,?,-2%
O/N=C1\CCCCc2ccccc21,-18%,-12%,0%
CN1CC2(C)OC(=O)C(Cl)=C2CC1c1ccccc1 (stereo not given),?,-17%,0%

# Retrieved by compound from above:
SMILES,TDP1 cell noCPT,DT40 TDP1 CPT,TDP1 block
O/N=C1\CCCCc2ccccc21,-18%,-12%,0%
CC(C)CCn1c(O)c(N=NC(=O)Cn2ccc(C(F)(F)F)n2)c2ccccc21,23µM*,21µM*,6%
CN1CC2(C)OC(=O)C(Cl)=C2CC1c1ccccc1 (stereo not given),?,-17%,0%
COc1cccc(C(O)c2ncc(-c3ccc4ccccc4c3)[nH]2)c1 (stereo not given),?,?,·
Cc1ccccc1-c1nc(CN(C)C(C)c2ccon2)c(C)o1 (stereo not given),?,?,9%
COc1ccc(CCc2nnc(CCC(=O)N(C)Cc3ccncc3C)o2)cc1,-23%,?,-2%
CCCn1c(N2CCN(CC(=O)NCc3cccs3)CC2)nc2ccccc21,?,?,4%

# The listing continues.
SMILES,TDP1 cell noCPT,DT40 TDP1 CPT,TDP1 block
CCCC1OC2C[C@@H]3[C@H]4CCC5=CC(=O)C=C[C@]5(C)[C@H]4C(O)C[C@]3(C)[C@]2(C(=O)CO)O1 (stereo not given in full),?,11µM*,2%
O=C(NCC(c1ccco1)N1CCc2ccccc21)c1cccc(F)c1 (stereo not given),12µM*,?,3%[0.505 µM]
O=C(COC(=O)c1cc([N+](=O)[O-])ccc1N1CCOCC1)c1ccc(OC(F)F)cc1OC(F)F,?,?,0%
COC(=O)[C@H](C)N(Cc1ccc(Cl)c(Cl)c1)S(=O)(=O)CCN1CCCC1,?,?,0%[56.1 µM]
COc1ccc(Cn2cc(C(=O)O)c(=O)c3ccccc32)cc1,23µM*,?,6%
CC(C)Oc1ccc(C(=O)Nc2ccc(-c3nc4ccccc4s3)cc2)cc1,?,10µM*,6%
O=C(CCn1nnnc1CN1CCOCC1)N1CCC(c2cccc(Cl)c2)C1 (stereo not given),16%,-25%,2%
Cc1ccc(-c2nc3s/c(=C\c4ccco4)c(=O)n3n2)cc1,-12%,-21%,·
O=C(Nc1ccccc1)N(Cc1ccc2c(c1)OCO2)Cc1nc2ccccc2c(=O)[nH]1,?,?,7%
CC(=O)c1cccc(NC(=O)CN(c2ccc(F)cc2)S(C)(=O)=O)c1,11%,2%,5%
COc1ccc(Br)cc1C(=O)Nc1cccc(NC(=O)c2ccco2)c1,18µM*,?,2%
Cc1ccc2c(c1)CCCN2C(=O)c1cc2ccccc2oc1=O,-8%,-6%,3%
COc1ccc(/C=C/C(=O)C23CC4CC(CC(C4)C2)C3)cc1CN1CCOCC1,18µM*,?,7%
CCOC(=O)[C@]12CCC=C1N(Cc1cccc3ccccc13)C(=O)[C@H](CC(=O)N1CCCC1)C2,23µM*,18µM*,·
Cc1nonc1NC(=O)OCCN1CCOC1=O,28%,1%,3%
CCCNC(=O)C1(C)CCN(C(=O)c2cc(F)cc(F)c2)C1 (stereo not given),6%,-3%,·
CCOC(=O)C1(CCOC)CCN(C(=O)c2sccc2C)CC1,-27%,-2%,6%
O=C1CC(N2CCC(c3nc4ccccc4o3)CC2)C(=O)N1c1ccc(F)cc1 (stereo not given),-4%,-16%,-2%
CC1CCCCN1CCNC(=O)Cn1nc(-c2ccccc2)ccc1=O (stereo not given),3%,0%,2%
COc1ccc(CC(=O)Nc2ccc(S(=O)(=O)N3CCCC3)cc2)cc1OC,-5%,?,0%
CC1=C(C(=O)OCCNC(=O)c2ccccc2O)C(c2ccccc2[N+](=O)[O-])C(C(=O)OCC2CCCO2)=C(C)N1 (stereo not given),18µM*,18µM*,8%
CCOC(=O)C1CCN(C(=O)CCC(=O)NCCc2ccc(Cl)cc2)CC1,0%,25%,·
CCN(CC(=O)Nc1ccc2c(c1)OCCO2)C(=O)c1cc(=O)[nH]c2ccccc12,-19%,-2%,3%[0.505 µM]
COCCNC(=S)N(CCc1c(C)[nH]c2ccc(F)cc12)Cc1ccco1,?,?,·
Cc1ccc(NS(=O)(=O)c2c(C)[nH]c(=O)[nH]c2=O)cc1F,2%,-3%,·
Nc1nnnn1/N=C/c1ccccc1,?,2%,·
Cc1cc(C)nc(N/N=C/c2ccncc2)n1,1%,10%,·
O=C(NC(=S)NNC(=O)c1cccs1)c1ccc(Br)o1,?,?,8%
CN1CCN(CC(=O)Nc2cccc([N+](=O)[O-])c2)CC1,-6%,7%,3%
CCSc1nc2c(c(=O)[nH]1)C(c1ccccn1)C1=C(CC(C)(C)CC1=O)N2 (stereo not given),-12%,-9%,-1%
C/C(=N\Nc1ccc([N+](=O)[O-])cc1[N+](=O)[O-])C(C)C(C)C (stereo not given),?,?,11%
COc1ccc(C(O)c2nc3ccccc3n2C(C)C)cc1 (stereo not given),16µM*,23µM*,4%
Cc1noc(C)c1CSCC(=O)Nc1ccc(OC(F)F)c(Cl)c1,?,?,4%
COc1cccc(-c2nc(SCC(=O)NC3CCCC3)c(-c3ccc(F)cc3)[nH]2)c1,21µM*,?,5%
CNS(=O)(=O)c1ccc(NC(=S)Nc2ccc3c(c2)OCO3)cc1,7%,6%,5%
Cc1cc(C)cc(Nc2cc(C)nc3nncn23)c1,?,?,2%
CC1(C)CC(=O)C(c2ccccc2)(c2ccccc2)C(=O)C1,?,?,·
Cc1ccc(N2CC(O)=C(c3nc4ccccc4c(=O)[nH]3)C2=N)cc1C,?,?,6%
COc1ccc(-c2nnnn2CCc2ccccc2)cc1,-6%,-15%,0%
OC(COc1ccc2cc(Br)ccc2c1)CN1CCOCC1 (stereo not given),?,18µM*,2%[56.1 µM]
CCc1ccccc1NC(=O)Cn1nc(CC)n2c(cc3sccc32)c1=O,?,-21%,-4%
CCn1c(=O)n(CC)c2cc(S(=O)(=O)Nc3cc(C)cc(C)c3C#N)ccc21,-1%,-21%,0%
COc1ccc(C2=NN(CCC(=O)NCc3cccs3)C(=O)CC2)cc1,-4%,-12%,0%
CCC(=O)N1CCc2cc(S(=O)(=O)N(CC)c3cccc(C)c3)ccc21,?,?,-1%
O=C(O)CC(NCc1ccco1)C(=O)OCCCl (stereo not given),23%,5%,-4%
CCNc1nc(NCC)nc(N(n2cnnc2)S(=O)(=O)c2ccc(C)cc2)n1,-104%,-27%,3%
O=C(Nc1ccc(F)cc1)c1cc(Cl)sc1Cl,-1%,2%,3%
COc1cc(OC)cc(C(=O)Oc2ccc(/C=N/Nc3nc4ccccc4s3)cc2OC)c1,?,?,5%
CCOC(=O)C1=C(C)NC2=C(C(=O)CC(c3cccs3)C2)C1c1cccs1 (stereo not given),?,?,2%
COc1ccc(Nc2ccc([N+](=O)[O-])c3nonc23)c(OC)c1,-25%,-23%,6%

# Additional records follow.
SMILES,TDP1 cell noCPT,DT40 TDP1 CPT,TDP1 block
CCOC(=O)c1c(NC(=O)C2CC2)sc(C)c1CC,?,?,3%
O=S(=O)(c1ccccc1Cl)N1CCN(c2nc(-c3ccccc3)nc3ccccc23)CC1,?,-26%,0%
CCCSCCCNC(=O)C1CCN(C(=O)c2cnn(-c3ccccc3)c2-n2cccc2)CC1,?,18µM*,8%
CC(C)N1CCN(c2ccncc2S(=O)(=O)N2CCCCC2)CC1,-29%,80%[activator],·
CCc1nnc2c(Nc3ccc(N(CC)CC)cc3C)nc3ccccc3n12,18µM*,18µM*,6%
Cc1cccc(OCC(=O)NCC(=O)N/N=C/c2ccc([N+](=O)[O-])cc2)c1,?,-19%,0%
C=CCn1c(SCC(=O)Nc2cc(C)on2)nnc1-c1ccccc1F,-25%,-24%,2%
COc1ccc(N2CCN(C3CCCCC3NS(=O)(=O)c3ccc(Cl)cc3)CC2)cc1 (stereo not given),?,?,6%
O=c1[nH]nc(-c2cccs2)c2ccccc12,0%,?,0%
COc1ccc(-c2[nH]ncc2/C=N/NC(=O)c2ccc(Br)cc2)c(OC)c1,-26%,8%,2%

# Part of the list above, reformatted.
# Results follow in this order: TDP1 cell noCPT, DT40 TDP1 CPT, TDP1 block
Cc1cccc(OCC(=O)NCC(=O)N/N=C/c2ccc([N+](=O)[O-])cc2)c1
→ ?, -19%, 0%
C=CCn1c(SCC(=O)Nc2cc(C)on2)nnc1-c1ccccc1F
→ -25%, -24%, 2%
COc1ccc(N2CCN(C3CCCCC3NS(=O)(=O)c3ccc(Cl)cc3)CC2)cc1 (stereo not given)
→ ?, ?, 6%
O=c1[nH]nc(-c2cccs2)c2ccccc12
→ 0%, ?, 0%

# Next results follow.
SMILES,TDP1 cell noCPT,DT40 TDP1 CPT,TDP1 block
COP(C)(=O)c1c(C)nn(-c2ccccc2)c1C (stereo not given),-24%,-3%,2%
COc1cccc(NC(=O)CN(C)C(=O)c2cc3c(s2)CCC3)c1,-2%,8%,·
Cc1ccc(NC(=O)NC2CCN(S(=O)(=O)c3ccc(F)cc3)CC2)cc1,-21%,-29%,-5%
C=C(Br)Cn1c(CCCC)nc2ccccc21,12µM*,18µM*,5%
Cc1ccc(N=C2N=C(N)c3ccccc32)cc1C,?,?,·
CCc1ccc(NC(=O)C2CC(=O)N(C(C)C)C2)cc1 (stereo not given),-14%,12%,3%
